# Screening results (PubChem)
# BAZ2B inh – inhibitors of human BAZ2B bromodomain | Potency, µM (doses to about 114 µM), for inactives: top-dose activity change, negative = inhibition, usual class: inhibitors | AlphaScreen BAZ2B-H3K14Ac peptide displacement | 360,000 compounds, 4.4% hits | Q9UIF8; note: % is set by controls: 0 for no effect and ±100 for the full control effect; nearly all actives have a fitted effect of over 60% in size
#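 In this displacement format the biotinylated H3(5-23) peptide acetylated at Lys14 serves as ligand at 50 nM, with BAZ2B at 50 nM in PBS pH 7.4 containing 0.01% Tween-20. Donor and acceptor beads are 10 ug/mL final.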
# BLM inh – inhibitors of human Bloom syndrome helicase BLM. P54132. recombinant BLM DNA unwinding, fluorescence dequenching. Potency, µM (series often up to 56.1 µM), for the others: top-dose activity change, negative = inhibition, most hits filed as inhibitors. 350,000 compounds, 0.2% hits;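 note: plate controls were vehicle for no effect and no enzyme for full effect; nearly all actives have a fitted effect of over 35% in size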
# APE1 inh – blocks human APE1 abasic DNA cleavage. 350,000 compounds, 0.35% hits. P27695. Potency, µM (series often up to 65.8 µM), without a hit: top-dose activity change, negative = inhibition, hits mostly inhibitors. recombinant APE1, TAMRA/BHQ-2 abasic DNA cleavage fluorescence;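 note: plate controls were vehicle for no effect and reference inhibitor for full effect; nearly all actives have a fitted effect of over 55% in size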
#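 APE1 at 0.75 nM final was preincubated with compound 15 min at room temperature, then 50 nM double-stranded THF abasic-site substrate (5'-TAMRA/3'-BHQ-2) was added. Fluorescence (ex 525/em 598 nm) was read kinetically; third-minus-first read gave activity.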
# JMJD2A Tudor – inhibitors of human JMJD2A Tudor domain; AlphaScreen JMJD2A-Tudor / H3K4me3 peptide binding; Potency, µM (highest dose often 114 µM), for the others: at the highest dose activity change, negative = inhibition, usual class: inhibitors; 390,000 compounds, 4.4% hits; AID 504339; note: % is set by controls: 0 for no effect and ±100 for the full control effect; nearly all actives have a fitted effect of over 50% in size
# Target sequence (O75164 whole entry, looked up, the tested form may be a part): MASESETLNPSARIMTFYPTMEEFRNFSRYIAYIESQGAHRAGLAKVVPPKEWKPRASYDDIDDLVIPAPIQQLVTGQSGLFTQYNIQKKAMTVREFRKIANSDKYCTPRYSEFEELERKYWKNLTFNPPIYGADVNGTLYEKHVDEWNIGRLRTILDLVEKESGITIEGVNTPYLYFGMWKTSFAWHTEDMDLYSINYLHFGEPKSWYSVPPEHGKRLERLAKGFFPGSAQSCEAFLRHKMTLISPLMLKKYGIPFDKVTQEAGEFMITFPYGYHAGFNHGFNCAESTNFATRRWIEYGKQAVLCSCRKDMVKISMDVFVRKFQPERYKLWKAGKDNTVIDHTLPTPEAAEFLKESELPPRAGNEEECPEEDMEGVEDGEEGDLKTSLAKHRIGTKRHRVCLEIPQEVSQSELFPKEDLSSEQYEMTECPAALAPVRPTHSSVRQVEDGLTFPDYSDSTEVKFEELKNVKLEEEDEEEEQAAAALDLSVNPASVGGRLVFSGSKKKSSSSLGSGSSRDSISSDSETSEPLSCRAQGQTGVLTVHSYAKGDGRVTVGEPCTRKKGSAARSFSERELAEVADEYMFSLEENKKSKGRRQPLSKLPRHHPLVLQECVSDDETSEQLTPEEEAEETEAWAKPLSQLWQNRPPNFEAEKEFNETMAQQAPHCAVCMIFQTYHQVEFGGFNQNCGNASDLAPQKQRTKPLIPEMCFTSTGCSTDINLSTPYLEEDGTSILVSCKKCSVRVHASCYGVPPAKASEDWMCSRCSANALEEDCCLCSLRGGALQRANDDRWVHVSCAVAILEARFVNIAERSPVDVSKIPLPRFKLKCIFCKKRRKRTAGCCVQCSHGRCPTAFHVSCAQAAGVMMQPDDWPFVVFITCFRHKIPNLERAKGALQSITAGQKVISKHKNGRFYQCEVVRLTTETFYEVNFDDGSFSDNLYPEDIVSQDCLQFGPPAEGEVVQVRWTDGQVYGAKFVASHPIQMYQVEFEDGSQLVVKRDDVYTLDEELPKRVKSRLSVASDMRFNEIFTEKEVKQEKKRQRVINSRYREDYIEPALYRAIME
# Pol eta inh – DNA polymerase eta (human) inhibition; Q9Y253; recombinant Pol eta, fluorescent DNA replication assay; Potency, µM (series often up to 114 µM), without a hit: top-dose activity change, negative = inhibition, usual class: inhibitors; 390,000 compounds, 1.2% hits; AID 588591; note: % is set by controls: 0 for no effect and ±100 for the full control effect
#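 Fluorescent replication assay: 50 nM final substrate added after a 15 min room-temperature compound preincubation with 10 nM enzyme. Signal taken at 0 min and again at 10 min.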
# POLI inh – blocks human DNA polymerase iota activity; Q9UNA4; Pol iota fluorescent replication assay, 10 min; Potency, µM (top dose mostly 115 µM), for inactives: top-dose activity, negative = inhibition, usual class: inhibitors; 390,000 compounds, 1% hits
#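 Fluorescent replication assay read twice, at 0 min and 10 min after adding 50 nM (final) substrate. Enzyme (10 nM) and compounds were first incubated 15 min at room temperature; enzyme-free buffer wells were negative controls.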
# G9a block – inhibitors of human histone lysine methyltransferase G9a | Potency, µM (top dose mostly 102 µM), for inactives: at the highest dose activity, negative = inhibition, hits mostly inhibitors | G9a H3K9 monomethylation, AlphaScreen, 2 h | AID 504332 | Q96KQ7 | 350,000 compounds, 8.8% hits; note: % is set by controls: 0 for no effect and ±100 for the full control effect; nearly all actives have a fitted effect of over 75% in size
#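 Readings reflect AlphaScreen signal from monomethyl-H3K9 antibody detection. HMT at 20 nM; substrate b-H3K9 500 nM; cofactor SAM 20 uM; 2 h RT reaction; compounds tested as titrations in qHTS with 15 min preincubation.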
# POLB inh – blocks human DNA polymerase beta activity; P06746; Pol beta primer extension/strand displacement, fluorescence kinetic; Potency, µM (doses to about 114 µM), inactives show top-dose activity change, negative = inhibition, usual class: inhibitors; 340,000 compounds, 1.3% hits; AID 485314; note: % is set by controls: 0 for no effect and ±100 for the full control effect
#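 Human Pol beta at 10 nM; strand-displacement substrate 50 nM final. Compound exposure 15 min at room temperature before start, reaction 10 min at room temperature.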
# Pol kappa inh – DNA polymerase kappa (human) inhibition; Potency, µM (doses to about 107 µM), without a hit: at the highest dose activity, negative = inhibition, usual class: inhibitors; purified Pol kappa, fluorescent DNA synthesis assay, 10 min; Q9UBT6; 400,000 compounds, 0.53% hits; note: % is set by controls: 0 for no effect and ±100 for the full control effect
#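 Fluorescent qHTS in 1536-well format: enzyme (10 nM) and compound sat 15 min at room temperature before 50 nM substrate (final) was added. Signal taken at 0 and 10 min; no-enzyme buffer wells were negative controls.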
# The depositor's hits bear a star; ? = inconclusive; / = not tested or not shown; [ ] = another dose, or the depositor's remark. Calls come from the whole dose curve; as a rule, active = well fitted curve in the direction sought with a large enough effect; inconclusive = small, poorly fitted or top-dose-only effect, or another doubt; inactive = no such curve, though single readings can be large; an effect the other way counts as inactive or inconclusive. Potency is the fitted concentration of half-maximal effect.
SMILES,BAZ2B inh,BLM inh,APE1 inh,JMJD2A Tudor,Pol eta inh,POLI inh,G9a block,POLB inh,Pol kappa inh
COc1ccccc1C1CC(c2ccc(F)cc2)Nc2ncnn21 (stereo unspecified),-32.9%,-6.0%,-1.7%,-10.8%,-10.9%,-3.0%,9.2%[12.7 µM],-1.0%,-3.6%
Cn1c(=O)cc(SCC(=O)NCc2ccc(F)cc2)c2ccccc21,11.3%,2.9%,-4.4%,-13.3%,-1.8%,24.5%,0.0%,5.1%,-9.3%
CCc1cc2c(NCC3CCCO3)ncnc2s1 (stereo unspecified),/,1.2%,-5.1%,?,-18.3%,6.9%,?,-5.9%,-0.6%
COC(=O)c1cccc(NC(=O)Nc2ccc(Cl)c(Cl)c2)c1,5.7%,-6.8%,-4.3%,7.0%,-9.4%,-22.5%[58.9 µM],58.3%[activator],30.4%,-6.6%
O=C(c1ccc(F)cc1)c1cc2ccccc2o1,-5.5%,-0.7%,-3.5%,-0.8%,2.4%,1.0%,12.1%,0.2%,-10.3%
Cc1cc(C)n(-c2nnc(C)n2/N=C/c2ccccc2F)n1,-5.1%,-0.3%,0.7%,-10.8%,-13.5%,9.6%,0.5%[12.7 µM],-9.6%,8.5%
O=C(Nc1nccs1)c1sc2cc(Cl)ccc2c1Cl,?,-14.5%,-1.2%,-11.8%[57.1 µM],?,-12.2%,6.6%,0.5%,-3.6%
Cc1ccc(NC(=O)c2sc3ccccc3c2Cl)cc1,0.5%,-2.6%,/,-2.0%,-4.0%,-4.9%,-39.9%[59 µM],9.7%,-11.9%
Cc1cc(S(=O)(=O)N(Cc2ccc3c(c2)OCO3)CC2CCCO2)ccc1-n1cnnn1 (stereo unspecified),-5.3%,-3.2%,-3.2%,-18.3%,-11.5%,1.1%,26.0%[59 µM],0.9%,-5.9%
C[C@@H]1NS(=O)(=O)[C@H]2C[C@@H]3C=C[C@]2(O3)[C@H]1OC(=O)c1ccc(C(C)(C)C)cc1,-0.4%,/,-16.2%,-23.0%,-6.8%,29.8%,6.3%[2.33 µM],/,-14.0%
Cc1noc(C)c1CSCC(=O)Nc1cc(S(=O)(=O)N2CCCCC2)ccc1OC(C)C,-38.3%,/,-0.5%,-7.9%,-8.6%,15.1%,-32.1%,/,-1.7%
O=C(Nc1cccc([N+](=O)[O-])c1)c1cc(S(=O)(=O)N2CCOCC2)cs1,-25.3%,-6.2%,-12.8%,-17.9%,-13.1%,-6.1%,2.9%,2.6%,?
Cn1c(=NC(=O)C2CC2)sc2cccc(F)c21,8.3%,-3.9%,10.2%,-10.9%,5.1%,32.2%[activator],-10.9%,14.0%,-2.6%
CCn1cc(C(=O)NN)c(=O)c2cc(F)c(N3CCN(C)CC3)cc21,-19.3%,-0.8%,55.5%[activator],-25.2%,-10.3%,?,-14.2%,-17.0%,-8.3%
Cc1c(CC(=O)NCC(=O)N[C@H](Cc2ccccc2)C(=O)O)c(=O)oc2cc(O)ccc12,-9.2%,0.7%,8.9%,-10.9%,-6.6%,10.4%,/,44.7%,13.7%
CC(C)(C)OC(=O)N1CC2Cc3[nH]c(=O)ccc3C(C2)C1 (stereo unspecified),-16.7%,0.4%,0.3%,-9.6%,3.1%,-6.8%,-3.5%[59 µM],-1.5%,-4.0%
CC(Nc1nc(N2CCN(S(C)(=O)=O)CC2)nc2ccccc12)c1ccccc1 (stereo unspecified),7.3%,-6.7%,16.3%,0.0%,-14.6%,2.9%,?,17.9%,-11.2%
C=CCSc1nc2ccccc2c(=O)[nH]1,-5.2%,1.1%,15.3%,-17.0%,-14.5%,16.4%,14.2%,50.9%,-9.8%
COc1ccc(S(=O)(=O)N2CCC(NC(=O)C3CCCCC3)CC2)cc1,-2.3%,-2.6%,58.0%[activator],1.4%,-9.3%,127.5%[activator],-5.7%,0.8%,2.1%
O=C(N/C=C\c1ccccc1)NCc1ccc(Cl)cc1Cl,-0.9%,-1.3%,0.4%,-12.6%[57.1 µM],-17.2%,?,25.1µM*,21.7%,-4.2%
O=C(Cn1c(=O)n(-c2cccc(Cl)c2)c(=O)c2sc3ccccc3c21)NC1CCCCC1,23.3%,-0.6%,/,-8.3%,-10.0%,28.6%,43.3%[activator][59 µM],20.8%,-3.8%
O=C(Nc1ccc(F)cc1)N1CCN(CCc2ccccc2)CC1,-18.2%,-4.2%,1.5%,4.2%,-6.9%,4.9%,6.8%,51.7%,-5.8%
CCc1cccc(C)c1NC(=O)CCCn1c(C)c2cnn(-c3ccccc3)c(=O)c2c1C,-14.4%,-1.1%,/,?,-6.7%,-6.5%,6.0%[59 µM],-0.9%,-18.3%
CC(CNC(=O)COc1ccc2c(c1)OCO2)c1ccccc1 (stereo unspecified),-8.2%,/,19.2%,-15.1%,-1.8%,21.6%,-6.2%[59 µM],/,8.3%
CCOc1cc(/C=C2\C(=N)N3N=C(S(=O)(=O)CC)SC3=NC2=O)ccc1OC(=O)c1ccco1,?,-10.2%,-26.9%,-4.7%,?,-4.0%,44.7µM*,-46.8%,-3.8%
COCCOC(=O)c1c(C)oc2ccc(OS(C)(=O)=O)cc12,-23.1%,-0.3%,3.8%,-13.0%,-28.7%,7.3%,33.6%,-14.1%,-6.3%
CCCCOc1ccc(C(=O)N2CCC(c3nc4ccccc4o3)CC2)cc1,5.3%,-6.9%,/,3.3%,-26.4%,24.9%,9.3%[59 µM],?,-9.2%
CCCOC(=O)C1=C(C)NC(=O)NC1c1ccc(Br)s1 (stereo unspecified),-14.0%,-10.1%,-1.7%,-4.5%[11.4 µM],-20.5%,64.1%[activator],-25.3%,14.7%,-1.2%
C=CCNc1nc(Cl)nc(Nc2ccccc2)n1,0.4%,-1.8%,24.8%,5.1%,-6.2%,-26.5%,-3.8%,22.6%,-3.2%
COc1ccc(Oc2ncc3ncc(=O)n(CCC#N)c3n2)cc1,/,2.1%,8.6%,/,/,/,4.8%[12.7 µM],/,0.4%[60.1 µM]

# Seven neighbouring entries from above, quoted:
SMILES,BAZ2B inh,BLM inh,APE1 inh,JMJD2A Tudor,Pol eta inh,POLI inh,G9a block,POLB inh,Pol kappa inh
O=C(Cn1c(=O)n(-c2cccc(Cl)c2)c(=O)c2sc3ccccc3c21)NC1CCCCC1,23.3%,-0.6%,/,-8.3%,-10.0%,28.6%,43.3%[activator][59 µM],20.8%,-3.8%
O=C(Nc1ccc(F)cc1)N1CCN(CCc2ccccc2)CC1,-18.2%,-4.2%,1.5%,4.2%,-6.9%,4.9%,6.8%,51.7%,-5.8%
CCc1cccc(C)c1NC(=O)CCCn1c(C)c2cnn(-c3ccccc3)c(=O)c2c1C,-14.4%,-1.1%,/,?,-6.7%,-6.5%,6.0%[59 µM],-0.9%,-18.3%
CC(CNC(=O)COc1ccc2c(c1)OCO2)c1ccccc1 (stereo unspecified),-8.2%,/,19.2%,-15.1%,-1.8%,21.6%,-6.2%[59 µM],/,8.3%
CCOc1cc(/C=C2\C(=N)N3N=C(S(=O)(=O)CC)SC3=NC2=O)ccc1OC(=O)c1ccco1,?,-10.2%,-26.9%,-4.7%,?,-4.0%,44.7µM*,-46.8%,-3.8%
COCCOC(=O)c1c(C)oc2ccc(OS(C)(=O)=O)cc12,-23.1%,-0.3%,3.8%,-13.0%,-28.7%,7.3%,33.6%,-14.1%,-6.3%
CCCCOc1ccc(C(=O)N2CCC(c3nc4ccccc4o3)CC2)cc1,5.3%,-6.9%,/,3.3%,-26.4%,24.9%,9.3%[59 µM],?,-9.2%

# (listing goes on)
SMILES,BAZ2B inh,BLM inh,APE1 inh,JMJD2A Tudor,Pol eta inh,POLI inh,G9a block,POLB inh,Pol kappa inh
Cc1ccc2nc(COc3ccccc3NC(=O)c3ccc(F)cc3)cc(=O)n2c1,2.7%,-3.8%,/,-11.7%,-10.2%,89.1µM*,5.3%[59 µM],?,-14.5%[60.1 µM]
CN1CCN(C(=O)N2c3ccccc3C=Cc3ccccc32)CC1,11.8%,-1.2%,11.2%,9.2%[11.4 µM],-2.3%,?,-6.3%[59 µM],-0.3%,-9.3%
COCCn1nnnc1CN1C2CCCC1CC(NC(C)=O)C2 (stereo unspecified),5.7%,-0.6%,0.7%,-16.7%,-6.6%,0.1%,3.6%[59 µM],10.7%,-19.5%
Cc1cc(C(=O)COC(=O)C2=NNC(=O)CC2)c(C)n1CCc1ccccc1,?,-3.2%,?,?,-13.8%,20.1%,-30.6%,13.3%,1.9%
COc1ccc(CNCCNC(=O)c2cccs2)cc1OC,/,4.9%,-5.1%,20µM*,-15.6%,-1.0%,11.2µM*,-2.1%,-7.1%
COc1ccc(NC(=O)C2CCN(C3=NS(=O)(=O)C(c4ccc(C)c(C)c4)=C3C)CC2)cc1OC,-2.8%,-0.3%,/,-15.7%,/,5.4%,7.5%[59 µM],?,4.2%
Cn1ncc2c(O/N=C(\N)c3ccc(C(C)(C)C)cc3)ncnc21,-24.5%,-5.7%,-1.6%,-20.3%,-29.1%,48.7%[activator],-38.4%,2.6%,-4.7%
CCOc1ccc2nc(SCC(=O)NCc3ccc(S(N)(=O)=O)cc3)sc2c1,-0.4%,1.1%,-9.7%,-11.0%,-5.1%,17.8%,?,1.0%,-5.9%
C=CCOC(=O)C1=C[C@@H](c2ccc3c(c2)OCO3)C[C@@H](OCc2ccc(CO)cc2)O1,-33.3%,-9.7%,-4.1%,-35.2%,2.0%,-28.2%,1.7%[12.7 µM],?,-8.1%
CCn1cc(C(=O)O)c(=O)c2cnc(N3CCN(C(=S)Nc4ccc(F)cc4)CC3)nc21,-2.7%,0.8%,4.3%,-4.8%,0.8%,-8.5%,25.9%,-8.4%,-10.3%
Cc1cc(=O)oc2cc(OCCSCCN3CCOCC3)ccc12,1.0%,-7.1%,0.4%,-12.3%,-5.3%,3.5%,-12.3%[2.33 µM],34.1%,-7.2%

# This is a subset; the hit share may differ from the screen's.
